High-throughput results (PubChem BioAssay)
D1 antagonist: human D1 dopamine receptor antagonism; HEK293 TREx D1 cells, calcium flux, dopamine EC80; active compounds read low; hit rate 3.2% among 360,000; P21728; activity change, negative = inhibition, % at 10 µM; in the data active = activity change below about -30%; note: % is set by controls: 0 for no effect and ±100 for the full control effect
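Compound effects on dopamine-evoked calcium signalling were measured in tetracycline-induced HEK293 Trex D1 cells. Dopamine at EC80 followed a 180 s compound pre-read, and fluorescence was tracked kinetically for 180 s more.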
TRHR PAM: TRH receptor (human) allosteric enhancement | TRHR cells, fluo-8 calcium fluorescence, EC20 TRH enhancement | AID 493056 | enhancement, % at 2 µM | hit rate 0.66% among 360,000 | P34981; in the data active = enhancement above about 30%; note: 0% is about no effect
Target sequence (P34981 whole entry, looked up): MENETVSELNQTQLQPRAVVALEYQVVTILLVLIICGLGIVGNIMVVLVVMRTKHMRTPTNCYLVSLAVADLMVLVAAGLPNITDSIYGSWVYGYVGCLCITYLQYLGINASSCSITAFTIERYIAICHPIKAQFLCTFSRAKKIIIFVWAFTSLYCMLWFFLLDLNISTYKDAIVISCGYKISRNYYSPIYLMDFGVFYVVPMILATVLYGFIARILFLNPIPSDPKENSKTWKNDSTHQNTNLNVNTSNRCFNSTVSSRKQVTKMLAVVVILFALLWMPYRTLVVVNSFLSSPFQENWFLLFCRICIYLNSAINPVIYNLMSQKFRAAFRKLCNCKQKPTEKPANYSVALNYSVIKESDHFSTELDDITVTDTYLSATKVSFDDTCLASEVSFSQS
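Enhancer read-out: after compound pinning and an initial kinetic agonist-mode read, an EC20 of TRH (10 nM final) was injected and fluo-8 calcium signal (Ex 480/Em 530) followed at 1 s/cycle for 100 cycles in TRHR-expressing cells.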
D2 agonist: D2 dopamine receptor (human) agonism. P14416. HEK293 T-REx D2 cells, calcium flux agonist mode. activation, % at 2 µM. hit rate 0.53% among 340,000;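 active = activation over 3 SD above normal in the single-dose calcium agonist read, cut at about 30% in these data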; note: 0% is about no effect
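Tetracycline-induced HEK293 Trex cells with D2 receptor force-coupled to calcium signaling, plated overnight at 30 C and loaded with no-wash calcium dye. Calcium flux read kinetically for 180 s after compound addition; responses flag agonists.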
D1 ag: activates the human D1 dopamine receptor | P21728 | activation, % at 2 µM | AID 504660 | HEK293 T-REx D1 cells, calcium flux, agonist mode | hit rate 1% among 360,000; in the data active = activation above about 30%; note: 0% is about no effect
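Inducible HEK293 T-REx D1 cells, force-coupled to calcium signalling, were plated at 4000 cells/well with tetracycline and held overnight at 30 C. After no-wash calcium dye loading, compound-evoked calcium rise over 180 s flagged agonists.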
D1 potentiator: potentiators of human D1 dopamine receptor; P21728; HEK293 TREx D1 cells, calcium flux, dopamine EC20 potentiation; potentiation, % at 10 µM; hit rate 0.036% among 360,000; in the data active = potentiation above about 30%; note: 0% is about no effect
D2 PAM: D2 dopamine receptor (human) potentiation; hit rate 0.34% among 340,000; HEK293 T-REx D2, calcium flux, EC20 dopamine potentiation; AID 485347; P14416; potentiation, % at 10 µM;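 active = potentiation over 3 SD above the plate norm, cut at about 30% in these data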; note: 0% is about no effect
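Using a no-wash calcium dye in inducible, force-coupled HEK293 Trex cells expressing D2, we tracked fluorescence each second for 180 s after compound, then for 180 s after EC20 dopamine to detect augmented signalling.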
RXFP1 ag: RXFP1 (human) receptor agonism. Potency, µM (doses to about 57.5 µM), without a hit: at the highest dose activation, hits mostly activators. HEK293T-RXFP1 cAMP TR-FRET, 30 min; response scale: percent of porcine relaxin response, buffer zero. hit rate 0.3% among 370,000. AID 2676; active = well fitted activation curve with a large enough effect; note: potency is the fitted concentration of half-maximal effect; % is set by controls: 0 for no effect and ±100 for the full control effect; nearly all actives have a fitted effect of over 60% in size; many of its hits are not listed in these tables
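Agonist response is measured as cAMP accumulation in an RXFP1-transfected HEK293T line under PDE4 inhibition. Values are scaled between buffer-only and 29 nM porcine relaxin, and EC50s come from standard Hill equation fits.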
D2 antagonist: antagonizes the human D2 dopamine receptor. P14416. HEK293 TREx D2 cells, calcium flux, dopamine EC80. inhibition, % at 10 µM. hit rate 2% among 340,000. AID 485344; in the data active = inhibition above about 30%; note: 0% is about no effect
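Antagonism is scored as inhibition of an EC80 dopamine-evoked calcium signal in a force-coupled, tetracycline-inducible HEK293 T-REx D2 line, with compound present 180 s before agonist.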
RXFP1 antag: antagonists of human relaxin receptor RXFP1; Q9HBX9; HEK293-RXFP1, relaxin-stimulated cAMP HTRF, 30 min; active compounds read low; activity change, negative = inhibition, % at 57.5 µM; hit rate 0.59% among 350,000; AID 1259400;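 active = activity change of -60% or lower, but not beyond a set lower limit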; note: % is set by controls: 0 for no effect and ±100 for the full control effect
* marks the source's active call; other numbers are inactive results; · = not tested or not shown. A portion of the library; rates above refer to the full screens.

Sequence of screens: D1 antagonist | TRHR PAM | D2 agonist | D1 ag | D1 potentiator | D2 PAM | RXFP1 ag | D2 antagonist | RXFP1 antag
COC(=O)c1c(C)oc2c1cc(NS(=O)(=O)c1c(C)cc(C)cc1C)c1ccccc12
→ 1.1 | 1.1 | -2.2 | 9.3 | -0.4 | 20.7 | -1.8% | · | -2.9
Cc1ccc(N(CC(=O)Nc2ccc(Br)c(C)c2)S(=O)(=O)c2c(C)[nH]c(=O)[nH]c2=O)cc1
→ -21.1 | 2.7 | -0.1 | 0.7 | 1.9 | 6.7 | 2.5% | -1.7 | 5.2
Cc1ccc(C2=N/C(=C\c3cccs3)C(=O)N2Nc2ccccc2)cc1
→ -1.9 | 19.9 | 3.6 | 6.0 | -2.9 | -4.6 | 0.4% | -12.8 | -17.9
O=C(Cc1cccs1)N/N=C/c1ccc(OCc2ccccc2)cc1
→ 1.9 | -6.8 | -0.1 | 5.8 | -6.5 | -3.1 | 1.7% | 7.7 | -18.5
CNc1cnn(-c2ccc(C)cc2)c(=O)c1Cl
→ -2.3 | 6.8 | 0.1 | 2.5 | -0.2 | -6.8 | 0.9% | -0.8 | 1.7
COc1ccccc1OCCn1cc(/C=N/NC(N)=S)c2ccccc21
→ 2.7 | -8.6 | 0.8 | 1.7 | -1.1 | · | -2.5% | 9.1 | -8.3
Cc1c(C(=O)N2CCN(C(=O)c3ccccc3)CC2)oc2ccc(F)cc12
→ 7.0 | 2.6 | 0.1 | 0.7 | -0.3 | 13.4 | 0.7% | -4.1 | -2.6
CCOc1ccc(C(=O)N2CC(=O)Nc3ccc(F)cc3C2c2ccc(F)cc2)cc1 (configuration not stated)
→ 13.4 | -3.0 | 1.7 | 8.8 | -0.7 | 0.8 | 2.1% | · | -27.4
O=C(NC1CCCC1)C(c1ccncc1)N(C(=O)c1ccco1)c1ccc(F)c(Cl)c1 (configuration not stated)
→ -3.5 | 3.4 | -1.5 | 1.9 | -6.2 | -1.9 | 0.5% | 3.7 | 0.2
Cc1nc2ccc(C(=O)OCc3nnc(-c4ccccc4)o3)cc2nc1C
→ -7.0 | -2.2 | -0.6 | 1.0 | 1.9 | -2.8 | 2.2% | -2.9 | -18.0
Cc1[nH]c(=S)c(C#N)c(C)c1C(=O)Nc1ccccc1
→ -10.4 | -3.0 | 0.2 | 2.7 | 1.9 | -0.8 | 3.2% | 13.9 | -6.3
CN(C(=O)c1ccccc1F)C(c1ccccc1)c1ccccc1
→ -7.7 | -0.2 | 4.0 | 0.6 | -11.8 | · | 0.2% | -8.4 | -22.2
